Source: PubChem
PRC2 inh: blocks human EZH2/PRC2 H3K27 methylation. Q15910. DELFIA TRF, 1 h. inhibition, % at 12.5 µM. actives 0.35% (n = 57,000);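 active = mean inhibition of replicates at least 50% and every single replicate also reaching 50%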;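 note: dimethyl H3K27 on biotinylated H3 21-44 peptide detected by antibody; plate controls were median neutral control wells for no effect and median positive control wells for full effect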
IDH1 mut inh: inhibitors of human IDH1 R132H; inhibition, % at 10 µM; IDH1 R132H reductase, diaphorase/resazurin fluorescence, 60 min; actives 0.18% (n = 70,000); in the data active = inhibition above about 34%;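 note: 0% = DMSO and 100% = no enzyme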
Target sequence (O75874 whole entry R132H): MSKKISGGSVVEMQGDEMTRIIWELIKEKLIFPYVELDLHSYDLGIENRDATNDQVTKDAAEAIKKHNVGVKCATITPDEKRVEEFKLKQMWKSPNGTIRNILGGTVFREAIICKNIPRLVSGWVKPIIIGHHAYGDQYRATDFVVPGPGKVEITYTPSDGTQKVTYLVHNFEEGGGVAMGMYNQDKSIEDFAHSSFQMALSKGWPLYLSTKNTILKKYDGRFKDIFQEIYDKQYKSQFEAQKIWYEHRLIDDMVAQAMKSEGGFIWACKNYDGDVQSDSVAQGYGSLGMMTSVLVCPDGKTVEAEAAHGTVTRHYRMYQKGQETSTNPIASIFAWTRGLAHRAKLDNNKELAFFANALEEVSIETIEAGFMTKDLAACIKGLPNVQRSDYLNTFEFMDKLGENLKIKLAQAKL
The depositor's hits bear a star; . = not tested or not shown. The list is partial; the hit share may differ from the screen's.

SMILES | PRC2 inh | IDH1 mut inh
C[C@H]1CN([C@@H](C)CO)S(=O)(=O)c2ccc(-c3cccc(C(=O)N(C)C)c3)cc2O[C@H]1CN(C)C(=O)Nc1ccc(F)cc1 | -3 | -1.7
CCC(=O)N(C)C[C@@H]1Oc2cc(C#CC3(O)CCCC3)ccc2S(=O)(=O)N([C@H](C)CO)C[C@@H]1C | . | 0.2
C[C@H]1CN([C@@H](C)CO)C(=O)c2cc(C#Cc3ccccc3)cnc2O[C@H]1CN(C)Cc1ccccn1 | . | 0.3
O=C(C[C@@H]1C=C[C@H](NC(=O)C2CC2)[C@H](CO)O1)NCCCN1CCOCC1 | 13 | 0.6
Cc1sc2c(c1C)c(=O)nc1scc(CC(=O)NCCO)n12 | 0 | 0.5
CO[C@@H]1CN(C)C(=O)c2cc(NC(C)=O)ccc2OC[C@@H](C)N(C(=O)C2CCC2)C[C@H]1C | 3 | 0.0
CNC[C@@H]1Oc2c(NC(=O)c3cc(C)nn3C)cccc2C(=O)N([C@H](C)CO)C[C@@H]1C | . | 2.1
CO[C@H]1CN(C)C(=O)c2cc(NC(=O)Nc3c(C)noc3C)ccc2OC[C@@H](C)N(C)C[C@@H]1C | -2 | 0.3
C[C@@H]1CN([C@@H](C)CO)C(=O)c2cc(N(C)C)ccc2O[C@@H](C)CCCCO[C@H]1CN(C)S(=O)(=O)c1cn(C)cn1 | -18 | -2.9
O=C1O[C@@H](c2ccccc2)[C@@H](c2ccccc2)N2[C@@H](c3ccc(O)cc3)[C@]3(C(=O)Nc4ccc(C#CCCO)cc43)[C@@H](C(=O)NC[C@H](O)c3ccccc3)[C@H]12 | -29 | -0.2
C[C@@H]1CN([C@@H](C)CO)C(=O)c2cccc(NS(=O)(=O)c3ccc(Cl)cc3)c2O[C@@H]1CN(C)C(=O)Nc1ccc(F)cc1 | -2 | -6.6
Cc1noc(C)c1S(=O)(=O)N(C)C[C@H]1Oc2ccc(NC(=O)Nc3ccccc3)cc2CC(=O)N([C@H](C)CO)C[C@H]1C | . | -1.2
COCC(=O)N1C[C@H](C)[C@H](OC)CN(C)C(=O)c2cc(NC(=O)NC(C)C)ccc2OC[C@H]1C | 4 | 0.2
COc1ccc(NC(=O)N(C)C[C@@H]2Oc3ccc(NC(=O)CCCN(C)C)cc3C(=O)N([C@@H](C)CO)C[C@@H]2C)cc1 | 10 | 0.5
CC(C)C#Cc1ccc2c(c1)O[C@@H](CN(C)C(=O)CN(C)C)[C@@H](C)CN([C@@H](C)CO)S2(=O)=O | . | -0.1
COc1ccc(S(=O)(=O)Nc2ccc3c(c2)CC(=O)N([C@@H](C)CO)C[C@H](C)[C@H](CN(C)C(=O)Nc2ccccc2)O3)cc1 | . | 0.0
Cc1noc(C)c1NC(=O)N(C)C[C@@H]1Oc2ccc(NC(=O)c3ccncc3)cc2C(=O)N([C@@H](C)CO)C[C@@H]1C | . | -0.1
CCCC#Cc1cnc2c(c1)C(=O)N([C@@H](C)CO)C[C@H](C)[C@H](CN(C)C(=O)Cc1ccccc1)O2 | . | 0.0
O=C(CN1CCCCC1)Nc1nonc1NC(=O)CN1CCCCC1 | 2 | -0.1
CN(C)C(=O)C[C@H]1C[C@@H]2c3cc(NC(=O)Nc4ccc(F)cc4)ccc3O[C@@H]2[C@@H](CO)O1 | -1 | -0.1
COc1ccc(CN(C)C[C@@H]2Oc3ccc(NC(=O)C4CCCCC4)cc3CC(=O)N([C@@H](C)CO)C[C@H]2C)cc1 | . | 106*
Cc1noc(C)c1NC(=O)N(C)C[C@@H]1OCCCC[C@H](C)Oc2ccc(NS(C)(=O)=O)cc2C(=O)N([C@H](C)CO)C[C@@H]1C | . | 1.1
CC12C=CC(=O)C=C1CCC1C2=CCC2(C)C1CC[C@@H]2C(=O)CN1CCN(c2cc(N3CCCC3)nc(N3CCCC3)n2)CC1 (some centres undefined) | . | 6.2
CCOC(=O)N(C)C[C@H]1OCc2cnnn2CCCC(=O)N([C@H](C)CO)C[C@@H]1C | 4 | -0.4
Cc1ccc(S(=O)(=O)N(C)C[C@H]2Oc3ccc(NC(=O)Cc4ccccc4)cc3CC(=O)N([C@H](C)CO)C[C@H]2C)cc1 | -1 | 2.0

In the list so far, 3 have a halogen:
SMILES | PRC2 inh | IDH1 mut inh
C[C@H]1CN([C@@H](C)CO)S(=O)(=O)c2ccc(-c3cccc(C(=O)N(C)C)c3)cc2O[C@H]1CN(C)C(=O)Nc1ccc(F)cc1 | -3 | -1.7
C[C@@H]1CN([C@@H](C)CO)C(=O)c2cccc(NS(=O)(=O)c3ccc(Cl)cc3)c2O[C@@H]1CN(C)C(=O)Nc1ccc(F)cc1 | -2 | -6.6
CN(C)C(=O)C[C@H]1C[C@@H]2c3cc(NC(=O)Nc4ccc(F)cc4)ccc3O[C@@H]2[C@@H](CO)O1 | -1 | -0.1

The listing picks up, repeating the 5 entries before the break.
SMILES | PRC2 inh | IDH1 mut inh
COc1ccc(CN(C)C[C@@H]2Oc3ccc(NC(=O)C4CCCCC4)cc3CC(=O)N([C@@H](C)CO)C[C@H]2C)cc1 | . | 106*
Cc1noc(C)c1NC(=O)N(C)C[C@@H]1OCCCC[C@H](C)Oc2ccc(NS(C)(=O)=O)cc2C(=O)N([C@H](C)CO)C[C@@H]1C | . | 1.1
CC12C=CC(=O)C=C1CCC1C2=CCC2(C)C1CC[C@@H]2C(=O)CN1CCN(c2cc(N3CCCC3)nc(N3CCCC3)n2)CC1 (some centres undefined) | . | 6.2
CCOC(=O)N(C)C[C@H]1OCc2cnnn2CCCC(=O)N([C@H](C)CO)C[C@@H]1C | 4 | -0.4
Cc1ccc(S(=O)(=O)N(C)C[C@H]2Oc3ccc(NC(=O)Cc4ccccc4)cc3CC(=O)N([C@H](C)CO)C[C@H]2C)cc1 | -1 | 2.0
COc1ccc(S(=O)(=O)N(C)C[C@H]2OCCCC[C@H](C)Oc3ccc(NC(=O)Nc4ccc5c(c4)OCO5)cc3C(=O)N([C@H](C)CO)C[C@H]2C)cc1 | . | 1.1
C[C@H](CO)N1C[C@H](C)[C@@H](CN(C)S(=O)(=O)c2ccccc2)Oc2ccc(NC(=O)Nc3ccccc3)cc2C1=O | 5 | .
COC(=O)c1cc(NC(=O)CSc2nnc(C)s2)ccc1Cl | -3 | -0.5
C[C@H]1CN([C@@H](C)CO)C(=O)Cc2cc(NC(=O)CCC(F)(F)F)ccc2O[C@H]1CN(C)Cc1ccncc1 | -4 | -0.2
O=C(Nc1cccc(Cl)c1)N[C@@H]1CC[C@@H](CCNC(=O)C2CCCC2)O[C@H]1CO | -10 | 0.4
C[C@@H]1CN([C@H](C)CO)C(=O)Cc2cc(NC(=O)Nc3ccc(F)cc3)ccc2O[C@H]1CN(C)C(=O)Nc1ccccc1 | . | 0.4
C[C@@H]1CCCCO[C@@H](CN(C)S(C)(=O)=O)[C@H](C)CN([C@@H](C)CO)C(=O)c2cc(N(C)C)ccc2O1 | 4 | -1.9
CC(C)NC(=O)Nc1ccc2c(c1)CC(=O)N([C@@H](C)CO)C[C@@H](C)[C@@H](CN(C)Cc1ccccc1)O2 | -3 | .
C[C@H](CO)N1C[C@H](C)[C@H](CN(C)C(=O)Nc2ccc(C(F)(F)F)cc2)OCCCC[C@H](C)Oc2ccc(NS(=O)(=O)c3ccc(F)cc3)cc2C1=O | . | 0.7
C[C@@H]1CCCCO[C@H](CN(C)Cc2ccc3c(c2)OCO3)[C@@H](C)CN([C@H](C)CO)C(=O)c2cc(NC(=O)CCCN(C)C)ccc2O1 | . | -3.4
COc1ccc(OC)c(CNCc2ccccc2OC)c1 | -16 | 0.0
COc1ccc(S(=O)(=O)N(C)C[C@@H]2Oc3ccc(NC(=O)Nc4ccccc4)cc3CC(=O)N([C@H](C)CO)C[C@H]2C)cc1 | . | -0.6
C[C@@H]1CN([C@@H](C)CO)C(=O)Cc2cc(NC(=O)Cc3ccccc3)ccc2O[C@@H]1CN(C)Cc1ccc(C(=O)Nc2ccccc2N)cc1 | -24 | .
C[C@H]1CN([C@@H](C)CO)C(=O)CCCn2cc(nn2)CO[C@H]1CN(C)S(=O)(=O)c1ccc(C#N)cc1 | . | -1.2
Cc1ccc(OCCCn2cnc3ccccc3c2=O)c([N+](=O)[O-])c1 | 5 | 1.0
CS(=O)(=O)Nc1ccc2c(c1)[C@H]1C[C@@H](CC(=O)NCc3cccnc3)O[C@H](CO)[C@H]1O2 | 2 | -0.4
C[C@H](CO)N1C[C@H](C)[C@H](CN(C)CC2CC2)Oc2cc(C#Cc3ccccn3)ccc2S1(=O)=O | -1 | -5.4
CCCC#Cc1cnc2c(c1)C(=O)N([C@@H](C)CO)C[C@H](C)[C@@H](CN(C)C(=O)Nc1ccc(OC)cc1)O2 | . | -0.1
COc1ccccc1-c1cn(CC[C@H]2CC[C@H](NC(=O)CCN3CCCCC3)[C@H](CO)O2)nn1 | -1 | -0.2
O=C(Cc1ccccn1)NCC[C@H]1CC[C@H](NS(=O)(=O)c2ccc(Cl)cc2)[C@@H](CO)O1 | -17 | 0.0
CCCNC(=O)Nc1ccc2c(c1)OC[C@H](C)N(Cc1ccccn1)C[C@@H](C)[C@H](OC)CN(C)C2=O | 13 | 0.1
C[C@H]1CN([C@@H](C)CO)C(=O)Cc2cc(NC(=O)NC3CCCCC3)ccc2O[C@@H]1CN(C)C(=O)Nc1ccc(C(F)(F)F)cc1 | . | 0.4
C[C@@H]1CCCCO[C@@H](CN(C)S(=O)(=O)c2cn(C)cn2)[C@@H](C)CN([C@H](C)CO)C(=O)c2cc(NC(=O)NC3CCCCC3)ccc2O1 | . | -1.5
C/C=C/c1cnc2c(c1)C(=O)N([C@H](C)CO)C[C@H](C)[C@@H](CN(C)C(=O)c1cnccn1)O2 | 7 | 0.6
CO[C@H]1CN(C)C(=O)c2ccc(NC(=O)c3nc4ccccc4s3)cc2OC[C@H](C)N(Cc2cncnc2)C[C@@H]1C | -11 | -0.9

Other compounds.
SMILES | PRC2 inh | IDH1 mut inh
COc1ccc(NC(=O)CSc2nc(N)cc(=O)[nH]2)cc1 | -17 | -0.5
C[C@H]1CN([C@@H](C)CO)S(=O)(=O)c2ccc(Br)cc2O[C@H]1CN(C)Cc1ccccn1 | 9 | -0.6
CO[C@H]1CN(C)C(=O)c2ccc(NC(=O)c3ccccc3)cc2OC[C@@H](C)N(C)C[C@H]1C | -13 | 0.0
COc1ccc(CN(C)C[C@H]2Oc3ccc(NC(=O)C4CCCCC4)cc3CC(=O)N([C@H](C)CO)C[C@@H]2C)cc1 | . | 0.1
CO[C@H](CN(C)C(=O)Nc1ccc(F)cc1)[C@H](C)CN(Cc1ccccc1Cl)[C@H](C)CO | -1 | -0.4
COc1cccc(-c2ccc3c(c2)O[C@H](CN(C)C(=O)C2CCOCC2)[C@@H](C)CN([C@H](C)CO)S3(=O)=O)c1 | -4 | -0.6
CO[C@H]1CN(C)C(=O)c2ccc(NC(=O)c3cc(C)on3)cc2OC[C@H](C)N(C)C[C@H]1C | 16 | 0.4
Cc1ccc(S(=O)(=O)N[C@H]2CC[C@H](CCNC(=O)C3CCCCC3)O[C@@H]2CO)cc1 | 10 | 0.5
COc1cccc(C(=O)NC2(C(F)(F)F)C(=O)N(CC3CCCO3)C3=C2C(=O)CC(C)(C)C3)c1 (centres undefined) | 3 | -0.4
Cc1ccc(S(=O)(=O)Nc2ccc3c(c2)CC(=O)N([C@@H](C)CO)C[C@@H](C)[C@H](CN(C)C)O3)cc1 | 20 | 5.7
COCC(=O)N(C)C[C@H]1Oc2cc(-c3ccc(F)cc3)ccc2S(=O)(=O)N([C@@H](C)CO)C[C@@H]1C | 7 | -0.9
Cc1noc(C)c1S(=O)(=O)N(C)C[C@@H]1Oc2ccc(NS(=O)(=O)c3ccc(Cl)cc3)cc2CC(=O)N([C@@H](C)CO)C[C@H]1C | . | -0.1
C[C@@H]1CCCCO[C@@H](CN(C)C(=O)NC2CCCCC2)[C@@H](C)CN([C@H](C)CO)C(=O)c2cc(NC(=O)Nc3ccc(C(F)(F)F)cc3)ccc2O1 | . | 0.3
COc1ccc(CN(C)C[C@H]2Oc3ccc(NC(=O)Nc4cccc5ccccc45)cc3CC(=O)N([C@@H](C)CO)C[C@@H]2C)cc1 | -15 | -1.7
C[C@@H]1CN([C@@H](C)CO)C(=O)Cc2cc(NC(=O)Cc3ccccc3)ccc2O[C@@H]1CN(C)CC1CC1 | -8 | 2.6
COc1cc(C)c(C(=O)O[C@H]2[C@@H](OC(C)=O)[C@H](n3ccc(=O)[nH]c3=O)O[C@@H]2CO)c(OC)c1 | 12 | 0.2
COCC(=O)Nc1ccc2c(c1)[C@H]1C[C@H](CC(=O)N3CCc4ccccc4C3)O[C@H](CO)[C@H]1O2 | 25 | -0.3
CO[C@H]1CN(C)C(=O)c2cc(NS(=O)(=O)CC(F)(F)F)ccc2OC[C@H](C)N(CC2CCCCC2)C[C@@H]1C | 3 | 0.3
CC(C)NC(=O)Nc1ccc2c(c1)C(=O)N([C@H](C)CO)C[C@@H](C)[C@@H](CN(C)S(=O)(=O)c1ccc(Cl)cc1)O2 | 3 | 0.6
CO[C@@H]1CN(C)C(=O)c2cc(NC(C)=O)ccc2OC[C@@H](C)N(Cc2ccc(F)cc2)C[C@H]1C | 2 | 0.1
O=C(CSc1nc2sc3c(c2c(=O)n1-c1ccccc1)CCC3)N1CCC(c2noc3ccc(F)cc23)CC1 | 6 | 0.3
C[C@H]1CN([C@@H](C)CO)C(=O)c2cc(NC(=O)Nc3ccc4c(c3)OCO4)ccc2O[C@H]1CN(C)S(=O)(=O)c1ccccc1 | . | -1.6
COc1ccc(NC(=O)Nc2ccc3c(c2)C(=O)N([C@H](C)CO)C[C@H](C)[C@@H](CN(C)S(=O)(=O)c2c(C)noc2C)OCCCC[C@@H](C)O3)cc1 | . | 1.1
C[C@H](CO)N1C[C@H](C)[C@@H](CN(C)Cc2ccc(F)cc2)Oc2ncc(-c3cccc(C#N)c3)cc2C1=O | -15 | 0.0

Complete entries, looked up by structure. Order of values: PRC2 inh	IDH1 mut inh
`COc1cc(C)c(C(=O)O[C@H]2[C@@H](OC(C)=O)[C@H](n3ccc(=O)[nH]c3=O)O[C@@H]2CO)c(OC)c1` in the list: 12	0.2
`C[C@@H]1CN([C@H](C)CO)C(=O)Cc2cc(NC(=O)Nc3ccc(F)cc3)ccc2O[C@H]1CN(C)C(=O)Nc1ccccc1` in the list: .	0.4
